Source: PubChem BioAssay
POLK inh: DNA polymerase kappa (human) inhibition; Q9UBT6; Potency, µM (highest dose often 107 µM), for the others: at the top dose activity, negative = inhibition, most hits filed as inhibitors; AID 588579; purified Pol kappa, fluorescent DNA synthesis assay, 10 min; 0.53% of 400,000 active; further: on the % scale 0 is the no-effect control and ±100 the full control effect
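Inhibition of 10 nM Pol kappa is measured by a fluorescent read-out at 0 and 10 min following addition of 50 nM substrate (final), with a 15-min room-temperature compound preincubation.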
Anesthetic bind: binds horse apoferritin like a general anesthetic; P02791; Potency, µM (highest dose often 77.5 µM), for inactives: top-dose activity change, negative = displacement, hits mostly inhibitors; 0.074% of 350,000 active; AID 485281; apoferritin/1-aminoanthracene competitive binding, fluorescence; further: on the % scale 0 is the no-effect control and ±100 the full control effect; nearly all actives have a fitted effect of over 20% in size
Target sequence (P02791 2-175 limits assumed): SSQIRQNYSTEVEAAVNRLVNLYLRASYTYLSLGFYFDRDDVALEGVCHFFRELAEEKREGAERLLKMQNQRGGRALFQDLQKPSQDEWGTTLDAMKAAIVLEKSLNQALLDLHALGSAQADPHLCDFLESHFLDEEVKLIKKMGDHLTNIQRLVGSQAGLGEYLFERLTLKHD
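Apoferritin-based anesthetic binding model; compound displacement of fluorescent 1-AMA measured as endpoint fluorescence after 10 minutes at room temperature, scaled to free-ligand and complex controls.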
BLM inh: Bloom syndrome helicase (human) inhibition. Potency, µM (series often up to 56.1 µM), for the others: at the top dose activity change, negative = inhibition, most hits filed as inhibitors. recombinant BLM DNA unwinding, fluorescence dequenching. 0.2% of 350,000 active. AID 2528;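 further: plate controls were vehicle for no effect and no enzyme for full effect; nearly all actives have a fitted effect of over 35% in size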
POLB inh: DNA polymerase beta (human) inhibition; P06746; Pol beta primer extension/strand displacement, fluorescence kinetic; Potency, µM (highest dose often 114 µM), inactives show top-dose activity change, negative = inhibition, usual class: inhibitors; 1.3% of 340,000 active; further: on the % scale 0 is the no-effect control and ±100 the full control effect
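Pol beta (10 nM) was preincubated with compound for 15 min at room temperature. The reaction was then started with 50 nM substrate and read immediately and after a further 10 min at room temperature.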
APEX1 inh: blocks human APE1 abasic DNA cleavage | 0.35% of 350,000 active | Potency, µM (top dose mostly 65.8 µM), for inactives: at the highest dose activity change, negative = inhibition, hits mostly inhibitors | P27695 | recombinant APE1, TAMRA/BHQ-2 abasic DNA cleavage fluorescence;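 further: plate controls were vehicle for no effect and reference inhibitor for full effect; nearly all actives have a fitted effect of over 55% in size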
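Readout is kinetic fluorescence (ex 525, em 598 nm) from cleavage of 50 nM TAMRA/BHQ-2 THF abasic duplex by 0.75 nM APE1, compound added 15 min beforehand at RT.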
Pol iota inh: inhibitors of human DNA polymerase iota; Q9UNA4; Pol iota fluorescent replication assay, 10 min; Potency, µM (titrated, usually from 115 µM), inactives show at the top dose activity, negative = inhibition, hits mostly inhibitors; 1% of 390,000 active
Target sequence (Q9UNA4 whole entry, looked up): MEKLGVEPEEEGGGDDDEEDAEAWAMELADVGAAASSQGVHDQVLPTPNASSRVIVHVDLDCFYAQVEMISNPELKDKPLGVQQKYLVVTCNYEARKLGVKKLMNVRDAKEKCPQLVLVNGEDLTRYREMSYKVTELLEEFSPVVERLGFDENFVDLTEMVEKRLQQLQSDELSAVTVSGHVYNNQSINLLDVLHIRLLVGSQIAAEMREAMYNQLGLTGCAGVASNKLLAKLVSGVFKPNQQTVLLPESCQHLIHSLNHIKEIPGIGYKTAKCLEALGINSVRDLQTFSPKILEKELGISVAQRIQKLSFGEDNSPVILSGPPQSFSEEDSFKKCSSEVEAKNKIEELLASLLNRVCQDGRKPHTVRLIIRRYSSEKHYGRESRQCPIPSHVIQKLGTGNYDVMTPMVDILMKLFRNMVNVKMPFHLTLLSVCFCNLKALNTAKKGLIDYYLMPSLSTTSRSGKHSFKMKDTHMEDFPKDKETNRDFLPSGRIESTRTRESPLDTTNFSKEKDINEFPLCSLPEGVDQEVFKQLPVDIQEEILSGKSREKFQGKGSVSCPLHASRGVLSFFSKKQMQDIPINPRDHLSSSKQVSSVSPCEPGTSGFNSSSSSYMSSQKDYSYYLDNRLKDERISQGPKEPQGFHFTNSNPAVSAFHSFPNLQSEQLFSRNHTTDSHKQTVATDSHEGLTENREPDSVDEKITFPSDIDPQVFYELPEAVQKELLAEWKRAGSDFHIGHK
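Pol iota at 10 nM preincubated 15 min with compounds at room temperature; reaction started with fluorescent substrate, 50 nM final. Fluorescence read kinetically at 0 and 10 min; buffer-only wells as negative control.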
Pol eta inh: inhibitors of human DNA polymerase eta; Q9Y253; recombinant Pol eta, fluorescent DNA replication assay; Potency, µM (highest dose often 114 µM), for the others: top-dose activity change, negative = inhibition, most hits filed as inhibitors; 1.2% of 390,000 active; further: on the % scale 0 is the no-effect control and ±100 the full control effect
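Pol eta (10 nM) was preincubated with compounds for 15 min at room temperature, after which fluorescent replication substrate (50 nM final) was added to start the reaction. Fluorescence was read kinetically at 0 and 10 min.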
BAZ2B block: inhibitors of human BAZ2B bromodomain; Q9UIF8; AlphaScreen BAZ2B-H3K14Ac peptide displacement; Potency, µM (titrated, usually from 114 µM), for the others: at the top dose activity change, negative = inhibition, most hits filed as inhibitors; AID 504333; 4.4% of 360,000 active; further: on the % scale 0 is the no-effect control and ±100 the full control effect; nearly all actives have a fitted effect of over 60% in size
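AlphaScreen luminescence quantifies BAZ2B engagement of H3K14Ac peptide; the protein and biotinylated peptide are both at 50 nM final, buffer PBS pH 7.4 with 0.01% Tween-20, all steps at room temperature.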
G9a block: G9a (human) methyltransferase inhibition | Q96KQ7 | G9a H3K9 monomethylation, AlphaScreen, 2 h | Potency, µM (top dose mostly 102 µM), inactives show top-dose activity, negative = inhibition, usual class: inhibitors | 8.8% of 350,000 active; further: on the % scale 0 is the no-effect control and ±100 the full control effect; nearly all actives have a fitted effect of over 75% in size
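Compounds were preincubated with 20 nM G9a for 15 min, after which biotinylated H3K9 peptide (500 nM) and SAM (20 uM) started a 2 h room-temperature reaction. Monomethylated product was quantified by antibody-based AlphaScreen chemiluminescence.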
* marks the source's active call; other numbers are inactive results; ? = inconclusive; . = not tested or not shown; & = joins results of further samples; [ ] = another dose, or the depositor's remark. The call rests on the fitted dose curve; in most records, active means well fitted curve in the direction sought with a large enough effect; inconclusive means small, poorly fitted or top-dose-only effect, or another doubt; inactive means no such curve, though single readings can be large; an effect the other way counts as inactive or inconclusive. Potency means the concentration at half of the fitted maximal effect. The list is partial; rates above refer to the full screens.

POLK inh	Anesthetic bind	BLM inh	POLB inh	APEX1 inh	Pol iota inh	Pol eta inh	BAZ2B block	G9a block	Compound
-4%	4%	-8%	43%	17%	23%	-19%	-7%	.	COc1ccc2nc(Cl)cc(Cl)c2c1
9%	-3%	-17%	16%	.	20%	-22%	-3%	?	COc1ccc(NC(=O)c2ccc3c(=O)n4nc(Nc5ccccc5C)sc4nc3c2)cc1Cl
-4%&7%	.	.	.	-1%	?	-17%	51%[activator]	67%[activator][2.33 µM]	C=C[C@@H]1c2cc(C)ccc2N(S(=O)(=O)c2ccc(C)cc2)[C@H](c2ccccc2)C1(C#N)C#N
-6%	2%	2%	16%	2%	11%	-10%	7%	12%[59 µM]	CCN(CC(=O)NC1CCS(=O)(=O)C1)S(=O)(=O)c1ccccc1 (stereo unspecified)
2%	-11%	-4%	58%	-6%	44%[activator]	-16%	-7%	11%	COc1ccc(S(=O)(=O)N(CC(=O)NCc2ccncc2)c2cc(C)cc(C)c2)cc1OC
-22%	?	0%	3%	-5%	-2%	-1%	2%	0%[59 µM]	Cc1cc(=O)oc2cc(OCC3CC(c4ccccc4)=NO3)ccc12 (stereo unspecified)
5%	-2%	-3%	27%	20%	16%	-18%	2%	3%	Cc1cc(NS(=O)(=O)c2ccc(NC(=O)c3cccnc3)cc2)nc(C)n1
-5%[60.1 µM]	1%	0%	2%	.	11%	-9%	7%	13%[59 µM]	COc1ccccc1NC(=O)N(Cc1nnc2n1CCCCC2)c1ccc(F)cc1
-7%	-17%	-9%	22%	-1%	10%	-2%	1%	-18%	COC(=O)C1C2C=CC(C3CC23)C1C(=O)OCC(=O)c1ccc(OC)cc1 (stereo unspecified)
-4%	-13%	-5%	?	.	-10%	-6%	-12%	-20%[59 µM]	CCc1ccc(CNC(=O)c2ccc(-c3nc(CS(=O)(=O)c4ccccc4)c(C)o3)cc2)cc1
12%	.	.	.	19%	37%	-18%	-2%	13%[12.7 µM]	O=C(COC(=O)c1ccc(F)cc1)NCc1ccc(F)cc1
13%	-23%	2%	23%	2%	9%	-10%	14%	.	CCc1ccc(NS(=O)(=O)c2cc3c(cc2C)n(C)c(=O)c(=O)n3C)cc1
-5%[60.1 µM]	-1%	-3%	-16%	.	-10%	17%	-4%	-1%[59 µM]	COc1ccc(CCC(=O)NCc2ccc3c(c2)CCN3C(=O)c2ccc(C)cc2)cc1
9%	-7%	-4%	1%	4%	15%	-6%	-23%	-47%[59 µM]	Clc1ccc(CSC2=NCCCN2)cc1Cl
-7%	2%	-1%	35%	-4%	-12%	-2%	-9%	19%	CCCNc1c(NS(=O)(=O)c2cccs2)c(=O)oc2ccccc12
-10%	.	.	.	9%	44%[activator]	-17%	3%	-31%	Cc1cc(C(=O)OCC(=O)N(CC(C)C)c2c(N)n(Cc3ccccc3)c(=O)[nH]c2=O)c(C)o1
-14%	-13%	-4%	6%	1%	37%[activator]	-22%	-6%[57.1 µM]	-10%	CC(C)(C)c1ccc(C(=O)N2CCC(C(=O)NCCC3=CCCCC3)CC2)cc1
6%	.	.	.	-19%	6%	-21%	2%	13%[12.7 µM]	CCOc1ccc(S(=O)(=O)NCCC(=O)NCC(c2ccc(OC)cc2)N2CCCC2)cc1 (stereo unspecified)
-3%	2%	-10%	15%	-3%	-5%	15%	7%	24%[59 µM]	O=C(CCn1c(=O)sc2ccccc21)NCCCn1ccnc1
-16%	.	.	.	-8%	20%	?	.	.	C[C@@]12C(=O)N(c3ccccc3)C(=O)N1[C@@H]1c3ccccc3OC[C@@H]1[C@H]2c1ccccc1
15%&-6%	-17%&-11%	2%&1%	1%&-1%	17%	1%&13%	0%&3%	9%&-15%	-5%[59 µM]	COc1cccc(CNC(=O)CN(C)S(=O)(=O)c2ccc3c(c2)c(=O)n(C)c(=O)n3C)c1
-7%	-3%	-2%	25%	12%	28%	-20%	?	11%	O=C(O)C(Nc1nc(C(F)(F)F)nc2ccccc12)c1ccccc1 (stereo unspecified)
-10%	-12%	4%	27%	3%	9%	-17%	-7%	2%[59 µM]	Cc1cc(C)c[n+](C(C)C(=O)c2ccc(-c3ccccc3)cc2)c1 (stereo unspecified)
-2%	-11%	-2%	34%	-1%	3%	2%	-6%	30%[12.7 µM]	CCCOc1ccc(C(CC(=O)O)NC(=O)c2ccc3c(c2)OCO3)cc1 (stereo unspecified)
-10%	-1%	-3%	0%	?	-23%	-6%	26%	15%[59 µM]	Cc1cccc(-n2ncc3c(N(C)Cc4ccccc4)ncnc32)c1
-5%	.	.	.	35%	25%	-1%	-34%	45µM*	Cc1ccc(-c2cnc(SCCNC(=O)c3ccco3)[nH]2)cc1
-24%	-14%	-9%	6%	2%	-7%	-15%	-29%	-11%[59 µM]	CCCCn1c(SCc2ncc(-c3ccccc3)o2)nc2cc(S(N)(=O)=O)ccc21
-9%	-5%	-1%	38%	16%	-3%	-10%	11%	10%[59 µM]	CCCCN(C)c1ccc([N+](=O)[O-])cc1
-5%	-3%	-3%	5%	-4%	0%[58.9 µM]	-11%	-1%	.	CSc1ccc(CNC(=O)c2c(C)noc2C)s1
-1%	4%	-9%	34%	8%	58%[activator]	-24%	0%	-6%	COCc1c(C(=O)N/N=C(/C)c2cccs2)nnn1-c1nonc1N
-4%	-8%	-3%	-1%	2%	-12%	-16%	-5%	?	Cc1ccc(N2C(=O)C3CC(c4ccccc4)=C4C5C=CC(C6C(=O)N(c7ccc(C)cc7)C(=O)C56)C4C3C2=O)cc1 (stereo unspecified)
-8%	2%	-2%	-3%	-3%	-19%	-14%	7%	-8%	CCCc1nnc(NC(=O)CS(=O)(=O)c2ccc(C)cc2)s1

A section of the results above, as a working copy:
POLK inh	Anesthetic bind	BLM inh	POLB inh	APEX1 inh	Pol iota inh	Pol eta inh	BAZ2B block	G9a block	Compound
-24%	-14%	-9%	6%	2%	-7%	-15%	-29%	-11%[59 µM]	CCCCn1c(SCc2ncc(-c3ccccc3)o2)nc2cc(S(N)(=O)=O)ccc21
-9%	-5%	-1%	38%	16%	-3%	-10%	11%	10%[59 µM]	CCCCN(C)c1ccc([N+](=O)[O-])cc1
-5%	-3%	-3%	5%	-4%	0%[58.9 µM]	-11%	-1%	.	CSc1ccc(CNC(=O)c2c(C)noc2C)s1
-1%	4%	-9%	34%	8%	58%[activator]	-24%	0%	-6%	COCc1c(C(=O)N/N=C(/C)c2cccs2)nnn1-c1nonc1N
-4%	-8%	-3%	-1%	2%	-12%	-16%	-5%	?	Cc1ccc(N2C(=O)C3CC(c4ccccc4)=C4C5C=CC(C6C(=O)N(c7ccc(C)cc7)C(=O)C56)C4C3C2=O)cc1 (stereo unspecified)

Additional records follow.
POLK inh	Anesthetic bind	BLM inh	POLB inh	APEX1 inh	Pol iota inh	Pol eta inh	BAZ2B block	G9a block	Compound
4%	-6%	-4%	?	17%	71µM*	-8%	-22%	3%	CCOc1ccc(NC(=O)CCC(=O)NNC(=O)COc2ccc(C)cc2Br)cc1
-6%	.	.	.	4%	14%	-7%	.	.	CC1CCCC(C)N1C(=O)COC(=O)c1ccc2ccccc2n1 (stereo unspecified)
5%	.	.	.	9%	-14%	-1%	.	.	CC(C)(C)OC(=O)C[C@H]1C/C=C\C[C@@H](CC(=O)NCCO)C(=O)NC[C@@H](c2ccccc2)OC1=O
-7%[60.1 µM]	-9%	-3%	8%	.	-4%	-9%	4%	0%[59 µM]	O=C(Nc1cccc(Cl)c1)c1ccc2nc(CCc3ccccc3)oc2c1
-2%	-8%	30%[activator]	?	-3%	20%	-15%	-11%	?	Cc1ccc2nc(N(CCCN(C)C)C(=O)c3ccc(S(=O)(=O)N(C)C)cc3)sc2c1
-4%	-11%	0%	1%	-1%	14%	-3%	7%	15%[59 µM]	Cc1ccc(C)c(OCC(O)CN2CCCCC2C)c1 (stereo unspecified)
-4%	-4%	4%	22%	-6%	8%	-15%	7%	-7%	CNC(=O)CC(=O)Nc1ccccc1C(=O)O
-14%	49%[activator]	-5%	?	?	?	?	-4%	?	Cc1ccc(S(=O)(=O)c2cc3c(=O)n4ccccc4nc3n(Cc3ccco3)c2=N)cc1

Record cards (already shown).
Cc1ccc2nc(N(CCCN(C)C)C(=O)c3ccc(S(=O)(=O)N(C)C)cc3)sc2c1 is entered as POLK inh = -2%; Anesthetic bind = -8%; BLM inh = 30%[activator]; POLB inh = ?; APEX1 inh = -3%; Pol iota inh = 20%; Pol eta inh = -15%; BAZ2B block = -11%; G9a block = ?
CNC(=O)CC(=O)Nc1ccccc1C(=O)O is entered as POLK inh = -4%; Anesthetic bind = -4%; BLM inh = 4%; POLB inh = 22%; APEX1 inh = -6%; Pol iota inh = 8%; Pol eta inh = -15%; BAZ2B block = 7%; G9a block = -7%

(list continues)
POLK inh	Anesthetic bind	BLM inh	POLB inh	APEX1 inh	Pol iota inh	Pol eta inh	BAZ2B block	G9a block	Compound
7%	.	.	.	-40%	0%	5%	.	.	CC(C)(C)OC(=O)C[C@H]1C/C=C\C[C@@H](CC(=O)NCCO)C(=O)NCCOC1=O
-18%	.	.	.	14%	21%	-12%	34%[activator]	-3%[0.501 µM]	COc1ccc(C(=O)NCCS(=O)(=O)NCc2ccc(F)cc2)cc1
-9%	.	.	.	1%	25%	-22%	3%	3%	Cc1ccc(C)c(NC(=O)C(=O)NCC2CCCN2S(=O)(=O)c2cccs2)c1 (stereo unspecified)
-21%	?	-3%	26%	57%	?	-19%	3%	?	Cc1ccc(OCCCCN2CCc3ccccc3C2)cc1
-14%	-2%	-3%	-4%	.	2%	-12%	-3%	7%[59 µM]	Cc1nc2ccc(S(=O)(=O)NC(CC(C)C)C(=O)NCc3ccc(Cl)cc3)cc2s1 (stereo unspecified)
-7%	-9%	2%	16%	1%	31%[activator]	-7%	1%	-8%[59 µM]	CCCC(O)(CCC)C(=O)NN(C(=O)OC)c1ccccc1
-2%	0%	0%	2%	54%	38%[activator]	-6%	-15%	11%	O=C(c1ccc(Cl)cc1)C1CCN(CC(=O)N2CCCCC2)CC1
-5%	0%	-1%	20%	?	?	-15%	-5%	?	Fc1cccc(CSc2nc3ccncc3[nH]2)c1
-5%	-14%	-11%	0%	0%	-27%	-6%	14%	.	CCOC(=O)C(=CNc1ccccc1N1CCOCC1)C(=O)OCC
7%	-10%	-2%	18%	7%	18%	-15%	1%	87%[activator]	COc1ccc(N(C(=O)c2ccc(S(=O)(=O)N3CCCC3)cc2)C2C=CS(=O)(=O)C2)cc1 (stereo unspecified)
